Assay outcomes as filed in PubChem.
GSH bead fluor – compound fluoresces at 488/530 nm on GSH beads. GSH beads flow cytometry, compound fluorescence 488/530 nm; stronger effect = higher value. fluorescence (KMESF) at 10 µM. 0.25% of 190,000 active; in the data active = fluorescence above about 89;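 also: glutathione beads carrying GST-tagged Bcl family fusion proteins plus one bare bead set; values are compound well signal with DMSO vehicle wells as background; inactives centre near 16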
Bfl-1 Bim block – inhibitors of Bim-Bfl-1 interaction, human. Bead-based flow cytometry, Bim-Bfl-1 binding inhibition. 0.12% of 190,000 active. Q16548. AID 1008. inhibition, % at 10 µM;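 also: 0% = wells without compound plus tracer and 100% = blocker peptide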
Bim-Mcl-1 – human Bim-Mcl-1 interaction inhibition | Bead-based flow cytometry, Bim peptide-Mcl-1 binding | inhibition, % at 10 µM | Q07820 | AID 1009 | 0.1% of 190,000 active;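 also: 0% = no compound tracer wells and 100% = peptide blocker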
RGS8-Gao reg – human RGS8-Galphao interaction regulation | P09471 | AID 1423 | 0.34% of 220,000 active | response (percent of control binding), % at 10 µM | multiplexed bead flow cytometry, RGS8-Galphao binding; actives lie on both sides; in the data active = response below about 60% or above about 140%; inactive = in between;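 also: Galphao activated as the GDP aluminium fluoride complex binding bead-coupled RGS8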
Target sequence (P09471 whole entry, looked up): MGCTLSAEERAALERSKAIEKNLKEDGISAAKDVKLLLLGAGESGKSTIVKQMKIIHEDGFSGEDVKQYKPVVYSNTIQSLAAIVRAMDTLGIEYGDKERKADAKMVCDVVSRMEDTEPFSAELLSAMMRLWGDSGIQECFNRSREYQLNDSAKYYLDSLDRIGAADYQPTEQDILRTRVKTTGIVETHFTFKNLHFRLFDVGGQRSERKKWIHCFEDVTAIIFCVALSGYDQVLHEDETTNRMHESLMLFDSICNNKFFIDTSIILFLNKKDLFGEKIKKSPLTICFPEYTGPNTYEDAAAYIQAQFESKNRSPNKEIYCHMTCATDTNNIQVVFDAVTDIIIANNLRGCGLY
RGS4-Gao reg – human RGS4-Galphao interaction regulation | P09471 | 0.33% of 220,000 active | binding response (% of control), % at 10 µM | Multiplexed bead flow cytometry, RGS4-Galphao binding; actives lie on both sides | AID 1415; in the data active = binding response below about 49% or above about 150%; inactive = in between;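 also: fluorescent Galphao activated with aluminum fluoride binding bead-coupled RGS4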
Mcl1 Bid PPI – Mcl-1/Bid interaction inhibition | Q07820 | TR-FRET Mcl-1/Bid-Dy647 peptide binding, 1536-well | inhibition, % at 21.7 µM | 0.97% of 220,000 active;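 active = compounds that cut the binding signal by more than half at the single screening dose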;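 also: His-tagged Mcl-1 with europium anti-His antibody binding Bid BH3 peptide; 0% = Mcl-1 plus peptide wells and 100% = peptide-only wells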
Bim-Bcl-B – inhibitors of Bim-Bcl-B interaction, human; Q9HD36; bead-based flow cytometry, Bim peptide-Bcl-B binding; inhibition, % at 10 µM; 0.073% of 190,000 active;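 also: 0% = tracer peptide without compound and 100% = reference inhibitor peptide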
Target sequence (Q9HD36 whole entry, looked up): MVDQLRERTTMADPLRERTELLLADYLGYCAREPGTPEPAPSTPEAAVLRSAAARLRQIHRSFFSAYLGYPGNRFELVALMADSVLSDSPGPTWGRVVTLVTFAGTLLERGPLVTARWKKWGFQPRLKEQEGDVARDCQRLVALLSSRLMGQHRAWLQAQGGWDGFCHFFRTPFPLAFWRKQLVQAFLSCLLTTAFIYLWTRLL
Bim-Bcl-2 – inhibitors of Bim-Bcl-2 interaction, human; inhibition, % at 10 µM; P10415; 0.06% of 190,000 active; Bead-based flow cytometry, Bim peptide-Bcl-2 binding; in the data active = inhibition above about 40%; inconclusive = no clear call, values can overlap the other calls;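 also: 0% = no compound wells with probe peptide and 100% = reference peptide inhibitor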
Target sequence (P10415 whole entry, looked up): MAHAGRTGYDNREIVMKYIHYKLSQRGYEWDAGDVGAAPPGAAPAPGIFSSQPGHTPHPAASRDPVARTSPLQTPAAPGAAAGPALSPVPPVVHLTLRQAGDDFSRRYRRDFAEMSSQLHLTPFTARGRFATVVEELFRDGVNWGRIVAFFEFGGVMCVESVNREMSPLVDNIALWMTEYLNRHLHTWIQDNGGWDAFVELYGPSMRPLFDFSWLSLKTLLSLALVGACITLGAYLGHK
RGS7-Gao – modulates binding of RGS7 to human Galphao; P09471; Multiplexed bead flow cytometry; actives lie on both sides; binding response (% of control), % at 10 µM; 0.35% of 220,000 active; in the data active = binding response below about 49% or above about 150%; inconclusive = no clear call, values can overlap the other calls; inactive = in between;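 also: fluorescent Galphao held in activated GDP-AlF4 state binding bead-coupled RGS7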
Bcl-XL Bim block – inhibitors of Bim-Bcl-XL interaction, human. Q07817. Bim peptide-Bcl-XL binding, bead flow cytometry, fluorescence. inhibition, % at 10 µM. 0.04% of 190,000 active
Bim-Bcl-W – disrupts Bim peptide binding to human Bcl-W. Q92843. bead-based flow cytometry. inhibition, % at 10 µM. 0.02% of 190,000 active. AID 952;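 also: 0% = bound tracer without compound and 100% = peptide blocker; higher means less fluorescent Bim peptide bound to Bcl-W beads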
Target sequence (Q92843 whole entry, looked up): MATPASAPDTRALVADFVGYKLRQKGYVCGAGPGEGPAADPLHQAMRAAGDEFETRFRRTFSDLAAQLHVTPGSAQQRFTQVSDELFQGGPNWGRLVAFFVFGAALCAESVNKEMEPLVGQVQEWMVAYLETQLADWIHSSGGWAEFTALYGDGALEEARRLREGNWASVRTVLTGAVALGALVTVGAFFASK
* marks the source's active call; other numbers are inactive results; ? = inconclusive. Rule as the data show it, unless noted: active = inhibition above about 40%.

SMILES	GSH bead fluor	Bfl-1 Bim block	Bim-Mcl-1	RGS8-Gao reg	RGS4-Gao reg	Mcl1 Bid PPI	Bim-Bcl-B	Bim-Bcl-2	RGS7-Gao	Bcl-XL Bim block	Bim-Bcl-W
CC(C)(C)c1ccc(-c2n[nH]c(=S)n2CC2CCCO2)cc1 (stereo not drawn)	21	1	2	98	101	-44	-16	0	96	-4	-1
COC(=O)COc1ccc2occ(C(C)=O)c2c1	9	-3	-1	108	105	19	-3	0	104	0	0
CC(/C=C/c1ccco1)=N\NC(=O)CNc1cccc(C)c1	12	-2	-2	100	104	-85	-4	-4	101	-4	-1
COc1cccc(CNC(=O)CSc2ccc(-c3ccco3)nn2)c1	28	1	2	98	98	-51	1	1	96	0	4
S=c1[nH]nc(-c2cccnc2)n1/N=C/c1cccs1	22	13	-1	98	102	-58	-24	5	103	3	9
O=C(CNc1cccc2ccccc12)N/N=C/c1ccc(C(=O)O)cc1	8	-3	0	99	100	-21	-6	-4	98	-5	-4
Cc1c(NC(=S)NC(=O)c2ccco2)c(=O)n(-c2ccccc2)n1C	16	-15	-4	101	101	-33	-7	-8	103	-6	-4
O=C1CN=C(Nc2ccccc2Cl)N1Cc1ccc2c(c1)OCO2	17	0	-1	105	101	32	-3	1	100	-4	0
CN(c1cccc(NC(=O)CN(c2ccc(F)cc2)S(C)(=O)=O)c1)S(C)(=O)=O	13	-3	0	107	108	-30	-6	-5	109	-3	-3
O=C(O)C1CC=CCC1C(=O)NCc1cn2ccccc2n1 (stereo not drawn)	17	-7	-5	107	96	-39	10	-4	97	-6	-3
N=C1C(c2nc3ccccc3[nH]2)=C(O)CN1c1ccc(CC(=O)O)cc1	10	0	0	97	99	-132	1	1	97	1	1
COc1cccc(-n2nc(C(C)=O)c(C#N)c2-c2ccco2)c1	13	-1	0	79	85	0	-8	0	92	-7	-5
CCCCN(C)C(=O)Cc1c(OC)ccc2cc(Br)ccc12	8	-4	-7	101	101	-31	-9	-9	99	-5	-6
CC(C)C(=O)N1N=C2CCCCC2C1(O)C(F)(F)F (stereo not drawn)	12	1	-1	100	103	-24	-1	2	102	0	0
Clc1ccc(/C=N/Nc2nnc(Cl)c3ccccc23)cc1	29	3	1	97	98	1	-3	0	103	0	0
O=C1CC(c2ccco2)CC(O)=C1C=Nc1ccc(Br)cc1 (stereo not drawn)	15	-4	1	98	97	-12	-3	-2	95	0	0
CC(=O)c1cc(OC(=O)N2CCOCC2)ccc1OC(=O)N1CCOCC1	38	-12	-2	101	96	-32	-10	-9	97	0	-3
CCCn1c(=O)c2ccccc2n2c(SCc3nnc(-c4ccccc4Br)o3)nnc12	43	-15	-1	99	96	-46	-9	-8	97	-3	-2
COCCCNC(=O)c1cc(=O)n(Cc2ccc(Cl)cc2)c2ccccc12	13	0	-2	108	106	2	-1	-2	103	-1	1
CN(CCO)c1nc(N)c2c(N)nc3c(c2c1C#N)CC(=O)N3Cc1cccs1	18	1	6	99	99	-19	7	5	99	8	5
O=S(=O)(NCCN1CCOCC1)c1ccc2c(c1)OCCO2	19	-1	-1	99	101	-13	-2	0	105	-6	-3
CC(=O)c1ccc(NC(=O)C2CC(=O)N(C(C)C)C2)cc1 (stereo not drawn)	9	-3	1	100	99	-11	-2	-3	100	0	0
COc1ccc(N2CCN(C(=O)CCNS(=O)(=O)c3ccccc3)CC2)cc1	20	-4	-1	101	104	-30	-4	0	104	-1	1
CCN(CC)c1ccc(CNc2nc3ccccc3n2CCN2CCCCC2)cc1	17	-4	3	99	100	-29	-4	-2	97	-2	-2
CC(C)C(=O)Nc1ccccc1N1CCN(C(=O)c2ccccc2)CC1	12	-8	-2	99	99	-13	-4	-8	97	0	1
O=C(c1c[nH]c2ccc(S(=O)(=O)N3CCC4(CC3)OCCO4)cc2c1=O)N1CCOCC1	12	-1	-4	101	100	-10	-5	-1	103	-3	-2
O=C(Nc1ccccc1)c1sc(Cl)nc1-c1ccccc1	20	-9	-3	102	102	-7	-14	-22	100	-11	-7
COc1cc2[nH]c(=S)n(Cc3ccc(F)cc3)c(=O)c2cc1OC	11	-11	-1	94	91	5	-12	-6	97	-4	-4
COc1ccccc1OCc1ccc(C(=O)N2N=C(C(F)F)CC2(O)C(F)F)o1 (stereo not drawn)	11	-15	-2	104	99	-15	-5	-11	100	-2	0
Cc1ccc(CCNC(=O)C2CCN(S(=O)(=O)N3CCC4(CC3)OCCO4)CC2)cc1	6	-3	0	99	101	-22	-1	-3	105	-3	-1
CCOC(=O)N1CCN(C(=O)CSc2nc3c(cnn3-c3ccccc3)c(=O)[nH]2)CC1	14	-12	-1	102	100	-6	-5	-5	100	-5	-2
CCC1(CC)C(=O)NC(=O)NC1=NCCc1ccc(O)cc1	14	0	-2	96	97	-10	-1	-2	108	1	-2
CCCCc1nnc(NC(=O)Cn2cnc3ccccc3c2=O)s1	11	-1	1	100	101	-6	1	3	?	0	-1
Cc1ccnn1C(C)C(=O)O (stereo not drawn)	14	-6	-3	101	107	-33	-8	-4	?	-6	-5
Cc1ccc(NCCC(=O)c2ccc(Br)cc2)cc1	25	6	-3	92	90	-33	0	-2	97	-1	-5
CC[N+](C)(C)c1cccc(O)c1	20	-2	-8	103	104	-5	-3	-5	100	-6	-4
COc1ccccc1C(O)(c1ccccc1)C(CN1CCOCC1)c1ccccc1 (stereo not drawn)	25	-3	0	101	98	-37	-2	0	98	-2	0
Cn1c(=O)[nH]c(=O)c2c1nc(Br)n2CCSc1nnnn1-c1ccccc1	9	-6	-2	99	88	-3	-4	-3	103	-4	-2
COc1ccc(NC(=O)C2C(=O)N(CCO)C3(C)CC2c2ccccc2O3)cc1 (stereo not drawn)	21	-11	2	100	97	4	-7	0	102	-7	0
Cc1cccc(NCC(=O)c2c(N)n(C)c(=O)n(C)c2=O)c1C	15	-5	-2	94	93	-65	-2	-7	85	-2	1

An excerpt from above with just RGS7-Gao and Bcl-XL Bim block:
mol	RGS7-Gao	Bcl-XL Bim block
COc1ccc(N2CCN(C(=O)CCNS(=O)(=O)c3ccccc3)CC2)cc1	104	-1
CCN(CC)c1ccc(CNc2nc3ccccc3n2CCN2CCCCC2)cc1	97	-2

The listing picks up; the 2 compounds before the break are reprinted first.
SMILES	GSH bead fluor	Bfl-1 Bim block	Bim-Mcl-1	RGS8-Gao reg	RGS4-Gao reg	Mcl1 Bid PPI	Bim-Bcl-B	Bim-Bcl-2	RGS7-Gao	Bcl-XL Bim block	Bim-Bcl-W
COc1ccc(NC(=O)C2C(=O)N(CCO)C3(C)CC2c2ccccc2O3)cc1 (stereo not drawn)	21	-11	2	100	97	4	-7	0	102	-7	0
Cc1cccc(NCC(=O)c2c(N)n(C)c(=O)n(C)c2=O)c1C	15	-5	-2	94	93	-65	-2	-7	85	-2	1
CC(C)CNC(=S)NNC(=O)CC(C)O (stereo not drawn)	10	-3	0	103	105	-46	-4	0	104	-4	0
O=C(Nc1ccccc1N1CCOCC1)c1cccnc1	9	-4	-1	102	101	-23	-4	0	103	-3	0
COc1cc(NC(=O)C2CC(=O)NC3=C2C(=O)CC(C)(C)C3)c(OC)cc1Cl (stereo not drawn)	23	-1	0	103	101	-24	0	4	100	-1	-1
CS(=O)(=O)ON=C1CCN(S(=O)(=O)c2ccccc2)CC1	26	-6	-5	101	102	-15	-1	-2	102	1	1
CN1CCN(S(=O)(=O)c2cc([N+](=O)[O-])ccc2Cl)CC1	27	-5	0	110	96	-20	-3	0	95	-1	0
Cc1[nH]nc(SCC(=O)N2CCC(C)CC2)c1[N+](=O)[O-]	17	-2	-3	100	100	8	-3	2	99	-8	-6
CC1CN(C(=O)c2cc(S(=O)(=O)N3CCCC3)c(Cl)cc2Cl)CC(C)O1 (stereo not drawn)	14	0	0	99	100	-7	-1	-3	98	0	0
CN1CCC(=NNC(=O)c2ccc(N(Cc3ccccc3Cl)S(C)(=O)=O)cc2)CC1	10	-1	-1	104	101	-5	-3	0	103	-5	-3
NC(=O)c1ncn([C@@H]2O[C@H](CO)[C@@H](O)[C@H]2O)c1O	19	-1	-2	105	101	-8	-4	3	102	2	0
CC1C=CCC2C(=O)N(c3ccccc3OC(=O)c3cccs3)C(=O)C12 (stereo not drawn)	18	-9	-4	104	104	-16	-3	-6	104	-3	-1
O=C(CCn1c(=O)c2ccccc2n(CC(=O)NC2CCCC2)c1=O)NCc1ccco1	17	0	-2	92	96	-17	-4	-3	99	0	-1
C/C(CC(=O)NCCCN1CCOCC1)=N\NC(=O)COc1ccc(Cl)cc1	23	0	-1	102	93	-16	-1	-3	99	-1	-2
CCC(c1nnnn1CCc1ccccc1)N1CCN(c2ccc(OC)cc2)CC1 (stereo not drawn)	33	-9	-1	97	100	-63	-6	-6	101	-2	2
Cc1ccc(-c2csc3nc4c5ccccc5c(NCCCN5CCOCC5)nn4c(=O)c23)cc1	6	8	22	101	101	-11	-1	14	?	37	19
Cc1cccc(N2C(=O)CSC23CCCCC3)c1	11	-3	0	95	90	-27	0	3	93	1	1
C#CCOCCOCCOCCNc1nc(N2CCN(C(=O)[C@H]([C@@H](C)CC)n3cc([C@@H](N)Cc4ccc(O)cc4)nn3)CC2)nc(N2CCN(C(=O)[C@H]([C@@H](C)CC)n3cc([C@@H](N)CC(C)C)nn3)CC2)n1	17	-3	0	105	105	-1	-1	0	106	-1	0
N#CCSc1nc2scc(-c3cccs3)c2c(=O)n1CCc1ccccc1	24	-6	1	102	102	-17	-2	-1	98	0	4
CC1C(=NO)C(C)C(c2ccc(N(C)C)cc2)NC1c1ccc(N(C)C)cc1 (stereo not drawn)	35	-16	-1	103	103	-29	-10	-13	103	0	0
COc1ccc2[nH]c(=O)c(-c3noc(-c4ccccc4)n3)cc2c1	22	1	1	98	101	-30	-4	0	100	0	-3
O=C(O)C1C2C=CC(C2)C1C(=O)N1CCOCC1 (stereo not drawn)	32	-11	-1	107	104	-26	-9	-8	104	6	-1
COc1ccc(/C=C(\C#N)C(=O)NCc2cccnc2)cc1OC	11	-6	0	100	98	-40	-1	-3	95	0	-4
CCOC(=O)N1CCN(C(=O)c2ccc3c(SCC(=O)O)c4c(nc3c2)CCC4)CC1	28	-2	0	101	100	6	0	-4	97	0	-1
Cn1cc(C(N)=O)c2ccccc21	15	0	3	103	99	1	-2	1	106	0	0
Cc1nccc(-c2ccc(-n3c(C)ccc3C)cc2)n1	9	7	-3	96	99	6	8	1	101	0	0
CCOC(=O)C1(Cc2ccc(OC)cc2)CCN(C(=O)CN2CCCCC2=O)CC1	8	-6	1	100	98	-20	-3	-1	98	-3	-3
COC(=O)C1CCN(CC(=O)NC(=O)NC2CCCCC2)CC1	13	-6	-1	105	102	-16	1	-3	100	-3	-2
COC(=O)C(Cc1ccccc1)NC(=O)c1cc(S(=O)(=O)N(C)C)ccc1Cl (stereo not drawn)	17	-1	0	100	97	-25	-6	-2	98	-5	-1
O=C(c1ccccc1)c1ccc(Oc2ncccn2)cc1	15	0	-1	98	96	5	0	-1	99	-1	0
Cn1c(SCc2cc(=O)n3cc(Br)ccc3n2)nnc1C1COc2ccccc2O1 (stereo not drawn)	21	-7	3	101	95	-43	-7	-2	91	-1	0
COc1ccc(-c2nc(C(N)=O)c3[nH]c(=O)n(-c4ccccc4OC)c3n2)c(OC)c1	20	-13	-3	99	96	-20	-8	-9	106	-8	-1
